GAA inhib = qHTS Assay for Inhibitors of Human alpha-Glucosidase as a Potential Chaperone Treatment of Pompe Disease. Potency, µM (doses to about 76.9 µM), inactives show at the top dose activity change, negative = inhibition, hits mostly inhibitors. Lysosomal alpha-glucosidase (Homo sapiens), P10253. purified human GAA, 4-MU-alpha-glucoside fluorescence. 200,000 tested, 0.005% active;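 further: potency means the concentration at half of the fitted maximal effect; plate controls were uninhibited enzyme wells for no effect and no-enzyme background for full effect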
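Human alpha-glucosidase, 4 nM, pre-mixed with test compounds before 400 uM 4-methylumbelliferyl substrate; 20 min room temperature at pH 5.0. Fluorescence read after pH 10 stop; AC50 values from Hill-equation fits.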
Lamin A splicing = qHTS Assay for Modulators of Lamin A Splicing; HeLa LMNA splicing GFP/RFP minigene ratio, 48 h; Potency, µM (titrated, usually from 46.1 µM), inactives show top-dose ratio change, negative = inhibition, most hits filed as inhibitors; 200,000 tested, 0.01% active; AID 1487, 2009; active means well fitted inhibition curve with a large enough effect in the signal ratio, with a control signal flat, not every such curve was filed as active; inconclusive means small, poorly fitted or top-dose-only effect, or effect the other way, or a change in a side signal; the % refers to the signal ratio; further: potency means the concentration at half of the fitted maximal effect; on the % scale 0 is the no-effect control and ±100 the full control effect
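Read-out is the ratio of GFP to DsRed2 object intensity, acquired by 488 nm laser-scanning cytometry on HeLa lamin A-EGFP minigene reporter cells. Compound incubation 48 hrs at 37 °C in Opti-MEM with 2% FBS; DMSO 0.5% final.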
HTT ATP protect = qHTS Multiplex Assay to Identify Dual Action Probes in a Cell Model of Huntington: Cytoprotection (ATP) | PC12 HTT-Q103 induced, cytoprotection, ATP luminescence, 40 h | Potency, µM (doses to about 56.4 µM), for the others: cytoprotection (ATP increase), hits mostly activators | 230,000 tested, 0.14% active | AID 1471, 2008;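 further: potency means the concentration at half of the fitted maximal effect; % of control where 0% means no effect; nearly all actives have a fitted effect of over 45% in size; toxic huntingtin expression switched on by the ecdysone agonist tebufenozide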
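Compounds were screened for protection of PC12 cells against cell death after tebufenozide induction (100 nM final) of mutant Huntingtin exon 1 (Q103) fused to GFP.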
HTT aggregate = qHTS Multiplex Assay to Identify Dual Action Probes in a Cell Model of Huntington: Aggregate Formation (GFP); PC12 HttQ103-GFP aggregates, Acumen cytometry, 40 h; Potency, µM (top dose mostly 46.1 µM), for the others: at the highest dose activity change, negative = inhibition, usual class: inhibitors; 220,000 tested, 1.1% active; AID 1688, 2009; further: potency means the concentration at half of the fitted maximal effect; on the % scale 0 is the no-effect control and ±100 the full control effect; nearly all actives have a fitted effect of over 60% in size
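Aggregates are detected as GFP objects 1–25 µm with signal 6 STDEV over background in lysates of induced PC12 cells. These carry Huntingtin exon 1 with 103 glutamines fused to GFP under an ecdysone promoter; compounds titrated.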
CBFb-RUNX1 inh = qHTS Assay for Compounds Blocking the Interaction Between CBF-beta and RUNX1 for the Treatment of Acute Myeloid Leukemia | Potency, µM (highest dose often 59.8 µM), for inactives: at the highest dose activity, negative = inhibition, usual class: inhibitors | AID 1477, 2009 | AlphaScreen CBFb-His/RUNX1-biotin binding, biochemical | 230,000 tested, under 10 active; further: % of control where 0% means no effect
Target sequence (Q01196 whole entry, looked up): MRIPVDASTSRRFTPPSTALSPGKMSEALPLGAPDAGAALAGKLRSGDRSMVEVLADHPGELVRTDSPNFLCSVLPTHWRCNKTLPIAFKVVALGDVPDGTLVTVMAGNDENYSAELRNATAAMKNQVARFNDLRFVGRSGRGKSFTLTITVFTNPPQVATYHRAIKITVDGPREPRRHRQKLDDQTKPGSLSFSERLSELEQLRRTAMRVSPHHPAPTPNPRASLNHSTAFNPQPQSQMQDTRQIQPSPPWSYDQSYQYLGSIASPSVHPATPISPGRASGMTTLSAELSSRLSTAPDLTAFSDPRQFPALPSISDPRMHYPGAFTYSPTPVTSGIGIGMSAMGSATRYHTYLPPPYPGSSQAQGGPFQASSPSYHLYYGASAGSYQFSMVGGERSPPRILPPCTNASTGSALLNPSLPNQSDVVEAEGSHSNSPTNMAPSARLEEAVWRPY
Target sequence (Q13951 whole entry, looked up): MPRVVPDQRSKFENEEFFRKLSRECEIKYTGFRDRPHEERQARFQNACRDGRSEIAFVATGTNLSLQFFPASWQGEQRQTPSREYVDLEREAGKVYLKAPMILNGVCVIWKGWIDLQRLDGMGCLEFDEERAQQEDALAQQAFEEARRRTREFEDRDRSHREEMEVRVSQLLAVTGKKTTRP
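Read-out: AlphaScreen. Format: His-CBF-beta with biotinylated RUNX1 (30 nM each) preincubated 20 min, compound 15 min, Ni-chelate plus streptavidin beads 90 min; room temperature throughout.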
GAA glycogen mod = qHTS Assay for Inhibitors and Activators of Human alpha-Glucosidase Cleavage of Glycogen | Potency, µM (doses to about 76.4 µM), for the others: top-dose activity change, negative = inhibition, most hits filed as inhibitors | 300,000 tested, 0.38% active | recombinant GAA, glycogen substrate, Amplex Red glucose oxidase fluorescence | Lysosomal alpha-glucosidase (Homo sapiens), P10253;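 further: potency means the concentration at half of the fitted maximal effect; 0% = full enzyme reaction and -100% = no-enzyme basal signal; the screen sought inhibitors and activators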
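Recombinant enzyme (4 nM final) with compounds titrated up to 77 uM and bovine liver glycogen (30 ug) in citrate pH 5.0, 0.01% Tween-20, 37 C 40 min. Released glucose detected by Amplex Red/glucose oxidase (Ex 573/Em 610); AC50 from Hill fits.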
GAA spleen mod = qHTS Assay for Inhibitors and Activators of Human alpha-Glucosidase From Spleen Homogenate; Lysosomal alpha-glucosidase (Homo sapiens), P10253; human spleen homogenate, 4-MU-alpha-glucoside fluorescence; Potency, µM (top dose mostly 79.9 µM), for inactives: top-dose activity change, negative = inhibition, most hits filed as inhibitors; 240,000 tested, 0.006% active;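 further: potency means the concentration at half of the fitted maximal effect; 0% = enzyme with vehicle and -100% = no enzyme basal signal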
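AC50 values come from Hill-equation fits of concentration-response data, normalized to no-enzyme and full-activity controls. Enzyme source: 1 ug human spleen homogenate; 1 mM fluorogenic 4-MU glucoside, pH 5.0 citrate buffer, 37 C, 40 min.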
* = called active by the depositor; ? = inconclusive; . = not tested or not shown; [ ] = another dose, or the depositor's remark. Unless noted, the call rests on the fitted dose curve; in most records, active means well fitted curve in the direction sought with a large enough effect; inconclusive means small, poorly fitted or top-dose-only effect, or another doubt; inactive means no such curve, though single readings can be large; an effect the other way counts as inactive or inconclusive.

no.	SMILES	GAA inhib	Lamin A splicing	HTT ATP protect	HTT aggregate	CBFb-RUNX1 inh	GAA glycogen mod	GAA spleen mod
1	COC(=O)c1sc(S(=O)(=O)NC(C)C(=O)O)c(C(=O)OC)c1C (centres undefined)	8%	8%[46 µM]	-18%	16%	4%	-5%	2%
2	COc1ccc(OCCC(=O)OCC(=O)NC(=O)NC(C)C)cc1	-9%	8%	-2%	16%	4%	-2%	2%
3	CC1CCN(Cc2nc(-c3ccc(Cl)cc3)no2)CC1	-2%	.	15%[10 µM]	-5%[9.22 µM]	4%	-8%	-5%
4	CCOC(=O)C1CCN(S(=O)(=O)c2ccc(C)cc2)CC1	-1%	14%	-11%	-12%	-5%	1%	-6%
5	Fc1ccc(Cn2cc(C(=S)N3CCOCC3)c3ccccc32)cc1	.	.	-18%[10 µM]	-4%[9.22 µM]	-13%	0%	-1%
6	Cc1ccsc1/C=N/N1CCOCC1	5%	2%[46 µM]	?	11%	-1%	-14%	3%
7	CCOc1ccccc1NC(=O)Cn1nnc(C(=O)Nc2ccc(C)cc2)c1N	2%	-1%	-9%[10 µM]	-3%	5%	1%	2%
8	O=C(CSc1n[nH]c(-c2ccccc2Br)n1)NCCN1C(=O)CSC1=O	4%	-7%	8%[10 µM]	?	6%	8%	-3%
9	O=C(OCC1OC2OC3(CCCCC3)OC2C2OC3(CCCCC3)OC12)c1ccccc1 (centres undefined)	?	-3%	18%[10 µM]	-6%	7%	4%	0%
10	O=C(NCC(=O)N(CC1CCCO1)C(C(=O)NC1CCCC1)c1ccc(F)cc1)c1ccco1 (centres undefined)	?	-7%	-16%	15%[9.22 µM]	8%	-12%	-9%
11	CCCn1nnc2sc3c(c2c1=O)CCC(C)C3 (centres undefined)	1%	-2%	-14%	6%[9.22 µM]	3%	2%	0%
12	COc1ccc(C(O)c2nc3ccccc3n2C)cc1OC (centres undefined)	?	?	-14%	?	4%	-5%	-5%
13	CC(=O)CSc1ncnc2scc(-c3ccc(F)cc3)c12	-5%	9%[9.22 µM]	-7%	9%[9.22 µM]	-2%	-18%	4%
14	CCC(=O)NC(=Nc1nc2ccccc2s1)NC(=O)CC	2%	6%	12%[10 µM]	-8%	16%	0%	-25%
15	O=C1C2CC=CCC2C(=O)N1c1ccc(NCCc2ccccc2)c([N+](=O)[O-])c1 (centres undefined)	-4%	-12%	.	?	3%	6%	-6%
16	CCOC(=O)c1ccc(N(CC(=O)NC2CCCC2)C(=O)CNC(=O)c2ccco2)cc1	-2%	18%	12%[1.9 µM]	7%	4%	-3%	-2%
17	COc1ccc(-c2ccc(-c3nnc(Cc4ccc(OC)c(OC)c4)o3)cc2)cc1	-9%	2%	11%	20%	8%	-1%	-2%
18	CCCCn1nnnc1SCC(=O)Nc1ccc(C)cc1	-10%	-4%	-4%[10 µM]	-12%	0%	-18%	3%
19	CC(=O)OCC(=O)c1c[nH]c2ccccc12	2%	?	-24%	-2%	2%	2%	-1%
20	C=C(C)COc1ccc2c(C)c(C)c(=O)oc2c1OCC(=C)C	-13%	?	-17%	-25%	10%	-3%	1%
21	CC(C)NC(=O)c1ccc2c(c1)nnn2C	-4%	-1%	-3%[10 µM]	-25%	9%	2%	-11%
22	CCCC(CCC(=O)Nc1cccc([N+](=O)[O-])c1)C(=O)O (centres undefined)	.	.	34%[10 µM]	10%[9.22 µM]	3%	2%	10%
23	O=C(COC(=O)/C=C/c1nc2ccccc2s1)Nc1cccc(Cl)c1Cl	6%	3%	.	-12%	1%	9%	-5%
24	Cn1c(=NC(=O)C2CCN(S(=O)(=O)c3cccs3)CC2)sc2ccccc21	-10%	?	18%[10 µM]	25%	0%	-2%	-2%
25	COC(=O)c1sccc1NC(=S)N1CCN(c2ccc(F)cc2)CC1	-7%	?	.	-10%	3%	-1%	1%
26	O=C(O)c1cccc(CSc2nc(-c3ccc(Cl)cc3)cc(C(F)(F)F)n2)c1	-12%	11%	-2%	12%	5%	-4%	-2%
27	O=C(N/N=C/c1ccc([N+](=O)[O-])cc1)c1cccc2cc[nH]c12	3%	?	-20%	1%	2%	-9%	-3%
28	COc1cc(C2CC(=O)c3c(O)cc(O)cc3O2)ccc1O (centres undefined)	.	.	-2%[10 µM]	6%[9.22 µM]	0%	-15%	1%
29	Cc1nnc(-c2ccc(Cl)cc2)[nH]c1=O	0%	.	-16%	4%	2%	15%	-10%
30	O=C(Cc1ccccc1)N1N=C(c2ccncc2)CC1(O)C(F)(F)F (centres undefined)	.	.	3%[10 µM]	12%[9.22 µM]	3%	-5%	1%
31	CC1=Nn2c(nnc2-c2ccccc2F)SC1	-10%	1%	13%	6%	0%	-7%	-1%
32	COc1ccc(N(C(=O)C(C)C)S(=O)(=O)c2cccs2)cc1	-3%	?	-4%	-3%	-4%	2%	-4%
33	CN1c2ccc(Cl)cc2C(=O)NC1C1CC=CCC1 (centres undefined)	?	?	12%[10 µM]	10%[9.22 µM]	15%	1%	4%
34	CCN1CC(CN(C)Cc2cn(-c3ccc(C)cc3)nc2-c2ccc(F)cc2)CC1=O (centres undefined)	5%	.	-18%[10 µM]	8%[9.22 µM]	1%	-9%	-10%
35	O=c1cc(CSc2ccc(Cl)cc2)nc2nc[nH]n12	-10%	8%	-11%[10 µM]	5%	2%	4%	-2%
36	CCN(CC)S(=O)(=O)c1ccc(C)c(NC(=O)Cn2c(=O)cnc3ccccc32)c1	2%	?	31%[10 µM]	-10%	4%	-1%	-9%
37	COc1ccc(/C=C2\CCc3ccccc3C2=O)c(OC)c1OC	-8%[15.4 µM]	?	-30%	11%	7%	-3%	-3%
38	CCN(CC)S(=O)(=O)c1ccc(Cl)c(NC(=O)c2ccccc2C)c1	-4%	7%	-37%	32%	3%	-2%	-6%
39	Cc1ccc(S(=O)(=O)NC(=O)c2ccccc2)cc1C(C)C	12%	22%[46 µM]	2.8µM*	?	13%	19%	5%
40	Cc1ccc(-n2nnnc2-c2cccc(C)c2)cc1	-8%	-3%[46 µM]	-1%	16%	15%	7%	1%
41	N#Cc1ccc(CSc2nnc(Cc3cccs3)n2Cc2ccco2)cc1	-9%	-2%	0%	18%	-25%	2%	-2%
42	COC(=O)c1cc(C(=O)c2ccc(Cl)cc2)n2c(=O)/c(=C\N(C)C)sc12	2%	-19%[9.22 µM]	-17%	21%	0%	-3%	-2%
43	C=CCn1c(=O)c2ccccc2n2c(SCc3nc4ccccc4s3)nnc12	-1%	-2%	-14%	-20%	0%	0%	0%
44	O=C(NCc1ccc2c(c1)OCO2)C1CCN(c2nccc(C(F)(F)F)n2)CC1	.	.	6%[10 µM]	17%[9.22 µM]	4%	5%	-1%
45	COc1ccc2sc3ccccc3c(=O)c2c1	-1%	11%	-6%	-14%	?	3%	-2%
46	CC(C)=CCN1CCN(Cc2cccn2-c2ncccn2)CC1CCO (centres undefined)	15%	?	.	.	5%	9%	4%
47	CC(C)(C)C(=O)Cn1nnc(-c2ccc(C(F)(F)F)cc2)n1	0%	?	-9%[10 µM]	9%[9.22 µM]	?	-6%	-6%
48	COc1ccccc1-c1cc(C(=O)Nc2cccnc2)no1	0%	?	-55%[inhibitor]	-3%	0%	-4%	-3%
49	Cc1oc(S(=O)(=O)N2CCCCC2)cc1NC(=O)Nc1ccc(F)cc1	.	.	-3%[10 µM]	-15%[9.22 µM]	-6%	-1%	-7%
50	CCSc1nnc(NC(NC(=O)c2ccco2)(C(F)(F)F)C(F)(F)F)s1	1%	3%	10%	-6%	-1%	0%	2%
51	CC(C)CNC(=S)NC(=O)c1ccc(Cl)cc1	-15%	?	1%[10 µM]	5%	0%	3%	-1%
52	Cc1cc(NC(=O)CSc2nnc(Cn3c(=O)sc4ccccc43)n2-c2ccccc2C)no1	-2%	-4%	.	?	-6%	2%	-16%
53	COc1ccc(N2C(=O)CC(Nc3cccc(C(C)=O)c3)C2=O)cc1OC (centres undefined)	-7%	10%	-2%	5%	-1%	-1%	4%
54	CCOC(=O)c1nc(Nc2cccc(C)c2)c2ccccc2n1	-2%	8%[46 µM]	-11%	-9%	6%	-3%	.
55	COc1cccc(-n2nnnc2SCC(=O)Nc2cccc(NC(C)=O)c2)c1	-2%	?	1%	6%	-1%	-1%	1%
56	CCC1Oc2ccccc2N(CC(=O)NCCCN2CCC(C)CC2)C1=O (centres undefined)	-7%	?	7%[10 µM]	6%	11%	-17%	-10%
57	COc1cc(Br)cc(/C=N/c2ncn[nH]2)c1O	-12%	?	0%[10 µM]	-2%	0%	4%	-1%
58	Cc1cccc(/C=N/NC(=O)c2ccc(Br)cc2)c1	-3%	-4%	15%[10 µM]	-3%	-13%	-7%	0%
59	O=C1OCc2ccc(NC(=O)C3CCCCC3)cc21	6%	-1%	-5%[10 µM]	16%	2%	8%	0%
60	CCOC(=O)C1=C(C)NC(=O)NC1c1ccc(-c2ccc(Cl)cc2)o1 (centres undefined)	?	2%[46 µM]	19%[10 µM]	-13%[9.22 µM]	-5%	3%	-3%
61	O=S1(=O)N=C(Oc2cccc3ccccc23)c2ccccc21	-1%	2%	-2%[10 µM]	-21%	0%	25µM*	4%

Three compounds out of the list, sorted by SMILES length, rising.
no.	SMILES	GAA inhib	Lamin A splicing	HTT ATP protect	HTT aggregate	CBFb-RUNX1 inh	GAA glycogen mod	GAA spleen mod
59	O=C1OCc2ccc(NC(=O)C3CCCCC3)cc21	6%	-1%	-5%[10 µM]	16%	2%	8%	0%
57	COc1cc(Br)cc(/C=N/c2ncn[nH]2)c1O	-12%	?	0%[10 µM]	-2%	0%	4%	-1%
58	Cc1cccc(/C=N/NC(=O)c2ccc(Br)cc2)c1	-3%	-4%	15%[10 µM]	-3%	-13%	-7%	0%
